# M. tuberculosis: growth inhibition of non-replicating M. tuberculosis (AID 488890). inhibition, % at 25 µM, or IC50 in µM where a hit was titrated. 0.39% of 320,000 active. Mycobacterium tuberculosis non-replicating, growth inhibition; higher % means a stronger effect; in the data active = a potency from the dose series; inconclusive = inhibition mostly from about 82% at the one dose, without a potency; inactive = the rest, 99 in 100 with inhibition below about 76%;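 also: plate controls were DMSO cells for no effect and high antibiotic wells for full effect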
# influenza NS1A: NS1A inhibition, H1N1 influenza, cell based functional assay (AID 504329); NS1A functional cell-based assay, percent inhibition; higher % means a stronger effect; 0.3% of 340,000 active; inhibition, % at 12.5 µM, or IC50 in µM where a hit was titrated; in the data active = a potency from the dose series; inconclusive = inhibition above about 27% without an active follow-up result; also: strong numbers were not always called active
# M. tuberculosis HTS: M. tuberculosis growth inhibition, HTS (AID 449762) | M. tuberculosis H37Rv growth inhibition, 7H9 media; higher % means a stronger effect | one-dose inhibition, % at 25 µM; IC50 in µM for titrated hits | 0.59% of 330,000 active; in the data active = a potency from the dose series; inconclusive = inhibition above about 70% without an active follow-up result;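 also: bacterial growth assessed after seven days of incubation; strong numbers were not always called active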
# inhibitors of VEEV: inhibitors of VEEV TC-83 cytopathic effect, confirmation, Vero cells (AID 588727) | Vero cells, VEEV TC-83 cytopathic effect inhibition; higher % means a stronger effect | inhibition, % at 20 µM; hits with a dose series show IC50 in µM | 0.13% of 350,000 active; in the data active = a potency from the dose series; inconclusive = inhibition mostly from about 14% at the one dose, without a potency; inactive = the rest, 99 in 100 with inhibition below about 12%; also: strong numbers were not always called active
# Salmonella PhoP GFP: Inhibition of PhoP regulon, Salmonella typhi GFP reporter cells, confirmation, 4 h (AID 1850); inhibition, % at 50 µM, or IC50 in µM where a hit was titrated; Salmonella Typhi PhoP-promoter GFP reporter, fluorescence, 4 h; higher % means a stronger effect; 0.33% of 310,000 active; in the data active = a potency from the dose series; inconclusive = inhibition mostly from about 25% at the one dose, without a potency; inactive = the rest, 99 in 100 with inhibition below about 19%;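 also: 0% = induced wells with vehicle and 100% = uninduced wells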
# inhibitors of VEEV 10K pilot screen: recorded beside inhibitors of VEEV, whose call it bears; inhibition, %; measured here: 10K pilot screen inhibition
# * hit, by the source's call; i = inactive; u = inconclusive; x = not tested or not shown.
SMILES,M. tuberculosis,influenza NS1A,M. tuberculosis HTS,inhibitors of VEEV,Salmonella PhoP GFP,others
CCc1c(C)sc(NC(=O)OC)c1C(=O)N1CCCCC1,10%,10%,6%,0.1%,6%,
Cc1ccc(NC(=S)NC(=O)C2CC2)cc1Cl,u,-5%,52%,1.9%,-7%,
COc1cc(NC(=O)Cc2ccc([N+](=O)[O-])cc2)c(C(=O)O)cc1OC,11%,1%,20%,0.6%,-4%,
CCc1nc2ccccc2n1CCc1ccccc1,8%,3%,1%,1.0%,7%,
N#C/C(=C\c1ccc(N2CCOCC2)o1)C(=O)NC1CCCCC1,71%,2%,u,6.4%,-8%,
CCOC(=O)/C(N=Nc1ccc(C(=O)O)cc1[N+](=O)[O-])=C(\C)O,-8%,-9%,-3%,i,0%,
CCCCS(=O)(=O)N1CCC(C(=O)NCC2CCCO2)CC1 (stereo not drawn),-10%,-6%,-3%,2.1%,10%,
C=CCn1c(=O)c2c3c(sc2n2c(Nc4ccc(OC)cc4)nnc12)CCCC3,41%,13%,5%,i,-1%,
Fc1ccc(NC(=S)Nc2cccc3ccccc23)cc1F,u,-10%,-4%,1.0%,-6%,
Cc1ccc(C(=O)NNC(=S)NC(=O)c2ccc(Cl)cc2)cc1,4µM*,-3%,u,7.1%,6%,
COc1ccc(CNC(=O)COC(=O)c2ccc(OCC3CCCO3)cc2)cc1 (stereo not drawn),7%,-21%,-8%,2.4%,x,
O=[N+]([O-])c1ccccc1/C=N/n1c(COc2ccccc2)n[nH]c1=S,4%,-5%,-9%,i,7%,
COc1ccc(CN2C(=O)CN=C2Nc2cc(C)ccc2C)cc1,-14%,-1%,-6%,2.0%,-6%,
CC(=O)Nc1ccc(C(=O)OC2CCOC2=O)cc1 (stereo not drawn),-8%,8%,-11%,0.9%,9%,
CCOC(=O)[C@H]1[C@H]2COc3cc(OC)ccc3[C@@H]2N2C(=O)CN(Cc3ccc(OC)cc3)C(=O)[C@@]12C,-1%,-1%,-12%,1.0%,x,inhibitors of VEEV 10K pilot screen=3.3
COc1ccc(S(=O)(=O)Nc2ccc(C(N)=O)cc2)cc1C(=O)N1CCCCCC1,-3%,-4%,0%,3.3%,0%,
O=C1c2ccccc2C(=O)N1CCCn1c2ccc(Cl)cc2c2nc3ccccc3nc21,x,14%,x,0.2%,x,
CC1CCc2sc3ncnc(N4CCOCC4)c3c2C1 (stereo not drawn),17%,5%,0%,10%,3%,
C#CCN(C#N)c1nc(NCC)nc(NC(C)C)n1,-2%,0%,1%,4.6%,-8%,inhibitors of VEEV 10K pilot screen=1.8
Brc1ccccc1-c1nnc(CSc2nncn2-c2ccccc2)o1,2%,-10%,-7%,1.9%,-6%,

# The last 4 compounds of the part above are carried over, then new ones follow:
SMILES,M. tuberculosis,influenza NS1A,M. tuberculosis HTS,inhibitors of VEEV,Salmonella PhoP GFP,others
O=C1c2ccccc2C(=O)N1CCCn1c2ccc(Cl)cc2c2nc3ccccc3nc21,x,14%,x,0.2%,x,
CC1CCc2sc3ncnc(N4CCOCC4)c3c2C1 (stereo not drawn),17%,5%,0%,10%,3%,
C#CCN(C#N)c1nc(NCC)nc(NC(C)C)n1,-2%,0%,1%,4.6%,-8%,inhibitors of VEEV 10K pilot screen=1.8
Brc1ccccc1-c1nnc(CSc2nncn2-c2ccccc2)o1,2%,-10%,-7%,1.9%,-6%,
CC(C)[C@H](NS(=O)(=O)c1ccc2c(c1)OCCO2)C(=O)OCC(=O)Nc1ccccc1Cl,-9%,0%,-22%,1.2%,-5%,
CC(C)c1nnc(NC(=O)Cn2nc(-c3ccc4c(c3)OCCO4)ccc2=O)s1,1%,6%,0%,i,-9%,
O=C(O)CCN1CCc2ccccc21,-8%,0%,-4%,i,2%,
CC(C)OC(=O)CSc1nnc(-c2ccccc2)n1N,42%,-3%,-5%,1.6%,-4%,
Cc1nn(-c2nc3ccccc3[nH]2)c(=O)c2ccccc12,34%,-9%,6%,i,-19%,
CCCCc1ncc(CN2CCC(n3nccc3NC(=O)c3ccccc3OC)CC2)[nH]1,14%,-8%,1%,0.8%,-9%,
O=C(Nc1nnc(S(=O)(=O)N2CCCCCC2)s1)c1ccccc1Cl,x,-8%,4%,3.5%,7%,
O=S(=O)(Nc1ccc2c(c1)nc1n2CCOC1)c1ccc(Cl)cc1,7%,-6%,-3%,i,-3%,
Cc1nnc(SCC(=O)NCc2ccc3c(c2)OCO3)n1C,-6%,-8%,2%,0.8%,-11%,
C[C@H](CO)N1C[C@H](C)[C@@H](CN(C)S(=O)(=O)c2ccc(F)cc2)Oc2ccc(NC(=O)CCC(F)(F)F)cc2C1=O,-16%,-1%,-2%,i,x,
N#CCCN(C(=O)COC(=O)Cc1ccc(Br)cc1)c1ccccc1,24%,-4%,-3%,i,-2%,
COC(=O)C1=C(C)N(c2cccc3ccccc23)C(=O)C1,27%,15%,-4%,5.0%,-5%,
COC(=O)c1ccccc1NC(=O)Cn1nnc(-c2ccc3c(c2)OCO3)n1,-6%,-6%,5%,1.1%,-9%,
CC(C)NC(=O)C1CC=CCC1C(=O)O (stereo not drawn),-4%,1%,-1%,i,-4%,
COc1ccc(-n2c(O)c(/C(C)=N/N3CCCCCC3)c(=O)[nH]c2=O)cc1,-23%,x,-2%,2.5%,3%,
O=C(c1cccc(-c2ccc(O)cc2)c1)N1CCN(c2ccc(F)cc2)CC1,2%,4%,2%,i,12%,
COC(=O)c1cc(OC)c(OC)cc1NC(=O)C(C)c1ccc([N+](=O)[O-])cc1 (stereo not drawn),-5%,6%,-2%,0.6%,-3%,inhibitors of VEEV 10K pilot screen=1.2
S=c1[nH]nc(-c2ccccc2)n1CC1CCCO1 (stereo not drawn),1%,-1%,-11%,3.6%,-2%,
Cc1ccc(S(=O)(=O)c2nc(S(C)(=O)=O)sc2N(C)C)cc1,1%,11%,0%,4.6%,3%,
CC(C)c1ccc(NC(=O)NCc2cccnc2)cc1,14%,15%,-6%,i,-7%,
O=C(c1n[nH]c(=O)c2ccccc12)N1CCN(S(=O)(=O)c2ccccc2Cl)CC1,9%,-16%,0%,1.5%,x,
COc1ccc(CNS(=O)(=O)CCNCc2ccccc2OC)cc1,x,-3%,x,i,x,
CN(C)c1ccc(/C=N/NC(=O)c2cnc3ccccc3c2)cc1,-5%,-15%,10%,0.7%,-15%,
O=C(c1nc2ccccn2c1CNCCCn1cccn1)N1CCCC1,-15%,-7%,13%,i,-2%,
COc1ccc(OCCn2nnc(-c3ccc(Cl)cc3)n2)cc1,59%,-9%,6%,i,-5%,
CC1CCCCC1NC(=O)CCNC(=O)N1CC(=O)Nc2ccccc21 (stereo not drawn),-7%,-2%,2%,0.3%,0%,
O=C(Nc1ccccc1C(=O)N/N=C/c1ccco1)c1ccccc1,70%,6%,5%,1.3%,-9%,
O=C(Nc1ccnc(-c2ccncc2)n1)c1ccc(F)cc1,4%,8%,2%,1.9%,8%,
CCOC(=O)C1CCCN(c2cc(=O)n(C3CCCCC3)c(=O)[nH]2)C1 (stereo not drawn),-31%,-15%,-10%,0.2%,-3%,
O=C1c2ccc(Oc3ccc([N+](=O)[O-])cc3)cc2C(=O)N1CCO,9%,-21%,-2%,0.8%,4%,
COc1ccc(S(=O)(=O)Nc2cc(C)ccn2)cc1,8%,10%,-3%,7.5%,-2%,
O=C(O)c1c2c(nc3ccccc13)/C(=C/c1c(F)cccc1F)CCC2,-4%,-2%,8%,2.8%,-1%,
O=C(NC(N1CCOCC1)C(Cl)(Cl)Cl)c1ccccc1Cl (stereo not drawn),-13%,-1%,-2%,0.3%,5%,
CC(C)(C)NC(=O)CSc1ncnc2c1cnn2-c1ccccc1,-1%,20%,0%,i,-3%,
O=C(CSc1nnnn1-c1ccc2c(c1)OCCO2)c1cccc2c1OCCO2,4%,0%,7%,i,1%,
COC(=O)CSc1nnc(CNC(=O)c2ccco2)n1-c1ccc(F)cc1,5%,-4%,-16%,2.9%,-6%,
CC(=O)c1c(C)[nH]c(C(=O)OCc2nnc(-c3ccccc3)o2)c1C,1%,11%,2%,6.8%,3%,
CC1COc2ccccc2N1S(=O)(=O)c1ccc(Cl)cc1 (stereo not drawn),14%,1%,3%,3.8%,6%,
CC(C)Nc1nnc(SC(C)C(=O)Nc2ccc(Cl)cn2)s1 (stereo not drawn),40%,12%,-3%,1.6%,6%,
Cc1cc(C(=O)COC(=O)[C@H](C)NC(=O)c2ccco2)c(C)n1Cc1ccco1,4%,12%,-6%,2.6%,6%,
CN(C)C(CNC(=O)c1ccc(Cl)c(S(=O)(=O)N2CCCCCC2)c1)c1ccccc1 (stereo not drawn),18%,4%,-2%,i,x,
COc1cc(OC)cc(-c2cc3nc(C)c(CCC(=O)Nc4nc(C)cs4)c(C)n3n2)c1,x,0%,-5%,1.6%,-15%,
Cc1noc(C)c1NC(=O)Nc1cccc2c1O[C@@H](CN(C)C(=O)Nc1ccc3c(c1)OCO3)[C@@H](C)CN([C@H](C)CO)C2=O,44%,-9%,8%,1.6%,x,
Cc1ccc(OC2CCN(C(=O)C3CCC(=O)N(C4CC4)C3)CC2)cc1 (stereo not drawn),8%,-4%,5%,2.9%,4%,
Cc1nn(Cc2ccccc2Cl)c(C)c1C(=O)OCC(=O)NC1CCS(=O)(=O)C1 (stereo not drawn),26%,-8%,3%,1.3%,-2%,
COc1ccc(C=O)cc1COc1ccc(Cl)cc1[N+](=O)[O-],7%,-23%,4%,i,-2%,
NS(=O)(=O)c1ccc(CCNC(=O)c2ccc(Cn3c(=O)[nH]c4ccccc4c3=O)cc2)cc1,-14%,-2%,1%,0.6%,-11%,
Cc1ccc(S(=O)(=O)N2CCCCC2)cc1C(=O)Nc1ccc(S(=O)(=O)Nc2ncccn2)cc1,15%,-11%,-3%,0.2%,-4%,
O=c1c2ccccc2nc(C[n+]2ccccc2)n1-c1cccc(C(F)(F)F)c1,-1%,7%,0%,1.2%,0%,
O=C(NCCN1CCN(C(=O)c2ccc([N+](=O)[O-])cc2)CC1)C(=O)Nc1ccc(F)cc1,19%,-6%,0%,8.1%,6%,
COCCOC(=O)c1[nH]c2c(c1C)C(=O)CC(c1ccccc1)C2 (stereo not drawn),19%,3%,1%,8.7%,-7%,
O=C(CC12CC3CC(CC(C3)C1)C2)Nc1cccc2ncccc12,0%,-12%,6%,1.6%,-5%,
CCN(C(=O)C1CCCN1S(=O)(=O)c1ccc2c(c1)n(C)c(=O)c(=O)n2C)c1ccccc1 (stereo not drawn),-8%,2%,-5%,i,-12%,
CC(=O)c1c(C)n(-c2ccccc2)c2ccc(OCC(N)=O)cc12,-4%,11%,3%,0.7%,-17%,
O=C1CCC(=O)N1CNc1ccc(Oc2ccccc2)cc1,2µM*,9%,>100µM*,i,-1%,
O=C(COc1ccc2ccccc2c1)Nc1nnc(-c2ccco2)s1,14%,x,1%,x,-4%,
Fc1ccccc1-c1nc(NC2CCCC2)c2ccccc2n1,-3%,-11%,19%,1.7%,-5%,
Cc1ccc(S(=O)(=O)NCc2ccccn2)c(C)c1,3%,1%,5%,i,4%,
COc1cc(OC)cc(-c2nc3nc(C)c(CCC(=O)NCC(OC)OC)c(C)n3n2)c1,-9%,-7%,26%,2.5%,4%,
O=C(Cc1n[nH]c(=O)c2ccccc12)NC(c1ccccc1)c1ccccc1,-7%,1%,-1%,0.7%,6%,
# Carrying on:
SMILES,M. tuberculosis,influenza NS1A,M. tuberculosis HTS,inhibitors of VEEV,Salmonella PhoP GFP,others
Cc1cc(NC(=O)COc2ccc3ccccc3c2)no1,80%,3%,4%,0.7%,6%,
Cc1oc(-c2ccc(Cl)cc2)nc1CN1CCC(C(=O)NCC2CCCO2)CC1 (stereo not drawn),5%,0%,0%,0.2%,12%,
O=C1CC(C(=O)N2CCc3ccccc32)CN1c1ccccc1 (stereo not drawn),3%,0%,0%,i,4%,
O=C(Nc1ccc(S(=O)(=O)N2CCCC2)cc1)c1ccc(Br)o1,14%,9%,4%,0.9%,-2%,

# Four compounds picked at random from the list so far, as already listed:
SMILES,M. tuberculosis,influenza NS1A,M. tuberculosis HTS,inhibitors of VEEV,Salmonella PhoP GFP,others
CN(C)C(CNC(=O)c1ccc(Cl)c(S(=O)(=O)N2CCCCCC2)c1)c1ccccc1 (stereo not drawn),18%,4%,-2%,i,x,
CC1CCc2sc3ncnc(N4CCOCC4)c3c2C1 (stereo not drawn),17%,5%,0%,10%,3%,
O=C(Nc1nnc(S(=O)(=O)N2CCCCCC2)s1)c1ccccc1Cl,x,-8%,4%,3.5%,7%,
CC(C)c1ccc(NC(=O)NCc2cccnc2)cc1,14%,15%,-6%,i,-7%,
